aSyn UTR inh: 5' untranslated region of α-synuclein, MLPCN primary screen; alpha-synuclein 5'UTR reporter, inhibitor activity; inhibition, % (tested at 7.5 µM); 300,000 compounds, 0.82% hits; AID 1813; in the data active means inhibition above about 60%;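 further: H4 neuroglioblastoma cells stably carrying SNCA 5'UTR luciferase fusion; 0% = DMSO wells and 100% = positive control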
SKKanGAS inh: blocks kanamycin growth of S. pyogenes SKKanGAS strain. AID 1662. inhibition, % at 7.5 µM. BacTiter-Glo, 6 h. 300,000 compounds, 1.3% hits;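 active means mean replicate score, as percent of positive control median, at least 50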;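 further: strain carries kanamycin resistance gene driven by streptokinase promoter and grows in 40 µg/ml kanamycin; loss of luminescence reflects streptokinase promoter inhibition or plain growth inhibition; 0% = median of DMSO wells and 100% = positive control at its reference dose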
IEC-6 cytotox: IEC-6 cytotoxicity, counter-screen for KLF5 inhibitors. luminescence viability. inhibition, % at 5 µM. 290,000 compounds, 0.78% hits. AID 1825; in the data active means inhibition above about 22%;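 further: 0% = plate median of test compound wells and 100% = cytotoxic reference compound wells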
KLF5 inh: suppresses KLF5 promoter-driven expression. DLD-1 KLF5 promoter-luciferase reporter, luminescence. inhibition, % at 5 µM. 290,000 compounds, 0.23% hits. AID 1700;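 active means inhibition above a per-plate limit of that plate's mean compound inhibition plus 3 SD, cut at about 60% in these data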;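 further: 0% = DMSO wells and 100% = LY294002 at 200 µM; higher means less KLF5 promoter-driven luciferase light; inactives centre near -14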
TRPC4 block: blocks the mouse TRPC4 cation channel | HEK293 TRPC4beta/mu-opioid, DAMGO-evoked Fluo4 calcium flux; stronger effect = lower value | B-score at 10 µM | AID 2247 | 300,000 compounds, 0.39% hits | Q9QUQ5;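 active means B-score over 3 SD under the library average, no early fluorescence shift, positive overall ratio signal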
Target sequence (Q9QUQ5 whole entry, looked up): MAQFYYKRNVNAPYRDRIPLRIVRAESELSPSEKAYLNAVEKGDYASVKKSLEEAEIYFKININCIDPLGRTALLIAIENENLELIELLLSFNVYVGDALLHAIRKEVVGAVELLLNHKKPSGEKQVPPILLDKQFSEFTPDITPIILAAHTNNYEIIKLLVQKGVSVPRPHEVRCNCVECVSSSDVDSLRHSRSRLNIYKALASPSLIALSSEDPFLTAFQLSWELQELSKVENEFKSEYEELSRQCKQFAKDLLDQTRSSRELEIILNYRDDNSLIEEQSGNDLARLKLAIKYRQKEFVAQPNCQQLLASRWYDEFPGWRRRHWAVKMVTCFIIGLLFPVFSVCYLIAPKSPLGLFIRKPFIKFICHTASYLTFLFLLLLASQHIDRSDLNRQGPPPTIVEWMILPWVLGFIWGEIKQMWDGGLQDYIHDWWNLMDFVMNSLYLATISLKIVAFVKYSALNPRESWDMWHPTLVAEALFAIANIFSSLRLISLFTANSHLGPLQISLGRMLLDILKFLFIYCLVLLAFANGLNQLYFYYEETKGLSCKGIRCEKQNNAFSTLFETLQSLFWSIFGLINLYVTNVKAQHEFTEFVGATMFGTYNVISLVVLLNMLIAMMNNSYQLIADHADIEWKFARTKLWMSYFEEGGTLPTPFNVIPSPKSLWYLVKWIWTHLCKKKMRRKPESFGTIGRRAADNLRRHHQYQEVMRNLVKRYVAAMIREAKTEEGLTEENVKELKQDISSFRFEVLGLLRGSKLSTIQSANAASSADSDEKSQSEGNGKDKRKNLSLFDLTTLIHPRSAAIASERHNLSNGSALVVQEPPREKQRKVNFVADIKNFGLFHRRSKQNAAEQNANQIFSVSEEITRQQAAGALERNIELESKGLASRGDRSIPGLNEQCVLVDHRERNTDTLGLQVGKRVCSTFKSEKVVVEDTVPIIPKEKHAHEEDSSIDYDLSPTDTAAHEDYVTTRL
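Material: HEK293 cells with stable TRPC4beta plus mu-opioid receptor expression / Probe or stimulus: DAMGO in two steps, submaximal then maximal / Compound: single concentration per test compound / Technique: kinetic Fluo4 fluorescence imaging of calcium influx / Read-out: per-well B score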
MrgX1 antagonist: blocks BAM8-22 activation of human MrgX1 receptor; Q96LB2; MRGX1-HEK293 calcium flux, Fluo-4, BAM8-22 antagonism; stronger effect = lower value; B-score at 10 µM; 310,000 compounds, 1.3% hits; AID 588676;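 active means calcium-response B-score plate-corrected more than 3 library SD below zero, starting fluorescence within 5 deviations, no agonist response on first addition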;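 further: peak minus trough fluorescence over baseline after final BAM8-22 challenge near maximal dose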
TRPC6 inh: mouse TRPC6 channel inhibition; Q61143; HEK293-TRPC6, membrane potential dye, ACh-evoked depolarization; stronger effect = lower value; B-score at 10 µM; 310,000 compounds, 1.1% hits;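 active means B-score under library mean minus 3 SD, initial fluorescence not abnormally high, positive integrated signal ratio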;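 further: B-score derived from integrated fluorescence ratio over the kinetic read; more negative B-score means stronger inhibition of depolarization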
TRPC6 activator: activates the mouse TRPC6 cation channel. B-score at 10 µM. HEK293-TRPC6 membrane potential dye fluorescence; stronger effect = higher value. 310,000 compounds, 0.13% hits. Q61143. AID 2550;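 active means B-score of the integrated fluorescence ratio above library mean plus 3 SD, and starting fluorescence ratio within library mean plus 5 SD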;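 further: higher score means more depolarization so channel activation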
HIF act: HIF pathway transcriptional activation | U2OS HRE-luciferase reporter, luminescence; normalized: DMSO 0%, desferrioxamine 100% | activation, % at 7.5 µM (by protocol) | 300,000 compounds, 0.32% hits | AID 1910;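 active means mean activation of at least 10% of the iron chelator positive control signal, with at least half of replicates also reaching 10%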
TRPC4 PAM: TRPC4 (mouse) allosteric potentiation. B-score at 10 µM. Q9QUQ5. HEK293 TRPC4beta/mu-opioid, DAMGO EC20, Fluo-4 Ca2+ flux; stronger effect = higher value. 310,000 compounds, 0.42% hits;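 active means B-score of calcium response area above 5 SD of library B-scores, with initial fluorescence ratio within 5 SD of library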;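 further: B-score of integrated fluorescence ratio over time as area under calcium response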
TRPC4 agonist: opens the mouse TRPC4 cation channel; Q9QUQ5; HEK293 TRPC4beta/mu-opioid, Fluo4 calcium fluorescence; stronger effect = higher value; B-score at 10 µM; 310,000 compounds, 0.49% hits; AID 2237;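 active means B-score above 5 SD of library B-scores, and initial fluorescence ratio not above library mean plus 5 SD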;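 further: positive B-score marks a calcium rise read as TRPC4 activation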
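Test system: HEK293 cells stably co-expressing mouse TRPC4beta and mu-opioid receptor | Schedule: Fluo4 dye loading 45 min at room temperature, 110 s recording | Measured by: Kinetic Fluo4 calcium fluorescence, 5 s baseline at 1 Hz | Evaluation: B score of integrated ratio | Controls: Buffer (low) and maximal DAMGO (high)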
Numbers without * were called inactive; i = inactive; . = not tested or not shown. The list is partial; rates above refer to the full screens.

SMILES	aSyn UTR inh	SKKanGAS inh	IEC-6 cytotox	KLF5 inh	TRPC4 block	MrgX1 antagonist	TRPC6 inh	TRPC6 activator	HIF act	TRPC4 PAM	TRPC4 agonist
C/C=C1/CN2[C@@H]3C4CO[C@@H]3c3c([nH]c5cc(OC)ccc35)[C@@H]2CC14 (stereo partly specified)	9.3	-0.9	.	.	i	i	i	i	0.4	i	i
Nc1ccc(C2(c3ccc(N)cc3)c3ccccc3-c3ccccc32)cc1	11.0	-2.8	7.8	-16.6	i	i	i	i	0.0	i	i
O=C1c2ccccc2C2(c3ccc(Cl)cc3)NCCN12 (stereo unspecified)	4.0	0.6	-0.2	-25.9	i	i	i	i	-1.9	i	i
COc1cc(CN2CC=C(c3ccc(F)cc3)CC2)cc(OC)c1	3.3	-1.8	3.9	-30.4	i	i	i	i	-32.7	i	i
O=C(Nc1cccc(OC(=O)N2CCOCC2)c1)N1CCOCC1	10.9	-4.4	-0.4	-6.0	i	i	i	i	-0.5	i	i
CN1CCN(c2ccc(C(F)(F)F)cc2N)CC1	9.3	3.3	3.2	-4.5	i	i	i	i	1.1	i	i
COc1ccccc1-n1c(O)c(/C=N/N2CCCCC2)c(=O)n(-c2ccccc2OC)c1=S	-8.3	-4.2	3.9	4.1	i	i	i	i	-0.4	i	i
C/C(=N\N1CCCCCC1)c1c(O)n(-c2ccc(C)cc2)c(=O)[nH]c1=O	-14.8	-0.6	5.5	-15.6	i	i	i	i	0.3	i	i
Cc1cc(NC(=O)COC(=O)c2c(C)nn(Cc3ccccc3Cl)c2C)no1	11.5	1.9	-1.7	-10.2	i	i	i	i	-0.7	i	i
CN(C)P(=O)(NC(=O)c1cccn1C)N(C)C	-12.1	-1.3	-3.1	-25.9	i	i	i	i	-0.6	i	i
COc1ccc(CCNCc2ccc(OC)c(OC)c2OC)cc1	1.1	-3.7	-1.6	-8.4	i	i	i	i	0.1	i	i
CC1(C)C[C@H]2C=C(C=O)[C@]3(C=O)C[C@]3(C)[C@H]2C1	116.9*	-0.1	1.4	16.3	i	i	i	i	-3.7	i	i
CC(C)n1c(O)c(C2c3cc(Cl)ccc3Oc3[nH]c(=O)n(C(C)C)c(=O)c32)c(=O)[nH]c1=O (stereo unspecified)	-88.4	1.8	-0.3	-9.7	i	.	i	i	-0.2	i	i
CC(C)(C)n1c(O)c(C=Nc2ccc3c(c2)CCC3)c(=O)[nH]c1=O	-5.6	10.6	0.0	-30.2	i	i	i	i	0.6	i	i
O=c1c2ccccc2nc(-c2ccoc2)n1-c1ccccc1Cl	12.7	-2.2	-0.8	-27.6	i	i	i	i	-0.2	i	i
CCC(=NC1CC1)c1c(O)n(C2CCCCC2)c(=O)[nH]c1=O	27.4	0.0	-4.1	-4.2	i	i	i	i	0.2	i	i
Cc1ccc(-c2nc3ccccc3c(=O)n2-c2cccnc2)cc1	-13.1	-6.3	-0.9	-10.5	i	i	i	i	-0.3	i	i
CSc1ccc(CN2CCN(C(=O)Cc3ccccc3)CC2)cc1	-11.5	1.1	.	.	i	i	i	i	-0.4	i	i
COc1c(C)cc(C(=O)C2CCCN(Cc3cccc(C)n3)C2)cc1C (stereo unspecified)	7.3	19.4	0.5	-2.3	i	i	i	i	0.1	i	i
c1csc(CN2CCNCC2)c1	13.1	-1.7	-1.7	-8.4	i	i	i	i	0.2	i	i
COc1ccc(CC2(CCc3ccncc3)C(=O)NC(=O)NC2=O)c(OC)c1	2.4	6.4	4.6	-3.1	i	i	i	i	-0.3	i	i
CC[C@H]1CN2CC[C@@]3(C(=O)Nc4ccccc43)[C@@H]2C[C@@H]1/C(=C\OC)C(=O)OC	18.0	4.0	.	.	i	i	i	i	-0.1	i	i
COc1ccc(CC(C)Nc2cccc(F)c2)cc1 (stereo unspecified)	-2.7	6.6	2.1	-38.1	i	i	i	i	-2.1	i	i
COc1ccccc1N1CCN(Cc2cc(C)c(C)cc2O)CC1	9.4	-2.3	0.2	-27.8	i	i	i	i	1.6	i	i
CCN(CC)C(=O)c1ccc(NC(=O)CNC(C)c2cccc3ccccc23)cc1 (stereo unspecified)	6.2	9.2	-5.8	-47.7	i	i	i	i	-0.2	i	i
COc1ccccc1OCCCn1cc(C=O)c2ccccc21	-25.2	-1.2	-0.7	-86.9	i	i	i	i	0.2	i	i
CN1CCN(Cc2ccccc2Sc2ccccc2)CC1	16.0	-2.5	6.2	0.3	i	i	i	i	-0.6	i	i
COc1nc2ccccc2nc1N1CCN(C)CC1	-10.5	-1.2	-10.0	-22.5	i	i	i	i	-19.8	i	i
CNC(=O)Oc1ccc2ncccc2c1	-4.4	1.7	-5.8	-0.8	i	i	i	i	-0.2	i	i
CCc1c(C(=O)NN2C(=O)C3C4CCC(O4)C3C2=O)csc1C (stereo unspecified)	3.2	-0.9	-1.9	-12.9	i	i	i	i	-0.2	i	i
CC(=O)NC(Cc1ccc(N(CCCl)CCCl)cc1)C(=O)NCC(=O)NCC(=O)O (stereo unspecified)	6.3	12.0	-3.3	-19.3	i	i	i	i	-0.5	i	i
CCOC(=O)N(CC)c1ccc(C(O)(C(=O)OC)C(F)(F)F)cc1 (stereo unspecified)	14.7	4.6	4.2	-27.1	i	i	i	i	0.0	i	i
CCN(CC(=O)Nc1ccc(C#N)c(Cl)c1)CC(=O)NC(C)(C)C	-11.4	4.9	-2.0	-40.2	i	i	i	i	-0.3	i	i
COc1ccc(C(=O)OC2CC3CCC(C2)[N+]3(C)[O-])cc1OC (stereo unspecified)	3.4	0.2	-9.1	1.0	i	i	i	i	-0.2	i	i
CN(C)C(Cc1ccc(C#N)cc1)C(=O)c1ccccc1 (stereo unspecified)	-33.2	4.3	-2.1	-14.9	i	i	i	i	1.0	i	i
Cc1nc2ccccc2c(=O)n1-c1ccc([N+](=O)[O-])cc1	-121.0	0.3	3.2	-66.6	i	i	i	i	0.1	i	i
CNC(C)Cc1ccccc1Sc1ccc(O)cc1 (stereo unspecified)	-4.1	2.7	2.4	-11.6	-6*	i	i	i	0.0	i	i
OC12CCCCC1C(c1ccccc1)NCC2 (stereo unspecified)	-5.0	2.3	-0.9	-11.1	i	i	i	i	-0.3	i	i
COc1ccc(CCNCc2c(OC)ccc3ccccc23)cc1	-3.0	3.8	5.6	-10.6	i	i	-7.05*	i	0.2	i	i
c1ccc(-n2ccnc2)cc1	5.4	1.4	3.2	-37.8	i	i	i	i	0.1	i	i
Cc1nn(Cc2ccc(Cl)cc2Cl)c(Cl)c1C(=O)NC1CCCc2ccccc21 (stereo unspecified)	27.1	11.2	-3.8	-13.5	i	i	i	i	-0.2	i	i
O=C(O)c1ccc(NC(=O)N2C[C@H]3C[C@@H](C2)c2cccc(=O)n2C3)cc1	7.9	2.7	3.4	-5.4	i	i	i	i	0.0	i	i
O=C(c1c[nH]c2ccc(S(=O)(=O)N3CCOCC3)cc2c1=O)N1CCC2(CC1)OCCO2	-7.0	-1.2	-2.4	-28.6	i	i	i	i	-0.6	i	i
Cc1ccc2c(c1)CC1(CN2C)C(=O)NC(=O)N(C(C)C)C1=O (stereo unspecified)	-20.2	-7.1	2.6	-1.4	i	i	i	i	-0.1	i	i
O=c1cccc2n1CC1CC2CN(S(=O)(=O)c2cc(Cl)ccc2Cl)C1 (stereo unspecified)	6.0	2.5	-3.0	-15.3	i	i	i	i	0.3	i	i
Cn1c(C(=O)N2CCC3(CC2)OCCO3)cc2c(=O)n(C)c3ccccc3c21	-11.0	-4.7	2.3	-19.5	i	i	i	i	-0.3	i	i
CC1=NN(c2ccccc2)C(=O)C1/C=C1\C(=O)NC(=O)N(c2ccc(C)c(C)c2)C1=O (stereo unspecified)	-6.1	3.7	0.2	-39.6	i	i	i	i	0.2	i	i
Cc1ccc(-c2nn(Cc3ccccc3)cc2C=O)cc1	-138.0	1.3	2.0	-68.1	i	i	i	i	4.1	i	i
O=S1(=O)N(Cc2ccc(F)cc2)CCCN1Cc1ccccc1Cl	11.8	33.0	1.6	-8.7	i	i	i	i	-2.7	i	i
CC1=CC(=O)NP(=O)(Oc2ccc3ccccc3c2)N1 (stereo unspecified)	-15.5	3.2	1.5	-6.0	i	i	i	i	-14.3	i	i
CCOP(=O)(OCC)c1cccc(O)c1	7.2	-4.1	-4.8	1.2	i	-4.58*	i	i	-0.1	i	i
CCOP(=O)(OCC)c1cccc(OP(=O)(c2cccc([N+](=O)[O-])c2)c2cccc([N+](=O)[O-])c2)c1	10.5	-7.3	-1.1	-5.8	i	i	i	i	-0.1	i	i

Record cards, from the list above. Order of screens: aSyn UTR inh	SKKanGAS inh	IEC-6 cytotox	KLF5 inh	TRPC4 block	MrgX1 antagonist	TRPC6 inh	TRPC6 activator	HIF act	TRPC4 PAM	TRPC4 agonist
O=c1cccc2n1CC1CC2CN(S(=O)(=O)c2cc(Cl)ccc2Cl)C1 (stereo unspecified) is entered as 6.0	2.5	-3.0	-15.3	i	i	i	i	0.3	i	i
C/C(=N\N1CCCCCC1)c1c(O)n(-c2ccc(C)cc2)c(=O)[nH]c1=O is entered as -14.8	-0.6	5.5	-15.6	i	i	i	i	0.3	i	i
COc1c(C)cc(C(=O)C2CCCN(Cc3cccc(C)n3)C2)cc1C (stereo unspecified) is entered as 7.3	19.4	0.5	-2.3	i	i	i	i	0.1	i	i
Cc1ccc(-c2nn(Cc3ccccc3)cc2C=O)cc1 is entered as -138.0	1.3	2.0	-68.1	i	i	i	i	4.1	i	i
CC1=CC(=O)NP(=O)(Oc2ccc3ccccc3c2)N1 (stereo unspecified) is entered as -15.5	3.2	1.5	-6.0	i	i	i	i	-14.3	i	i

High-throughput results from PubChem BioAssay.
